Bioassay records as filed in PubChem BioAssay.
RmlC RmlD mix: inhibitors of RmlC and RmlD coupled enzymes | RmlC/RmlD coupled enzyme inhibition, 384-well mixture HTS | inhibition, % at 5.5 µM | 0.39% of 110,000 active | AID 1532; in the data active = inhibition above about 30%, passing the limit was not always enough; inconclusive = no clear call, values can overlap the other calls; also: strong numbers were not always called active
HIV RNase H inh: blocks HIV-1 RNase H cleavage of RNA/DNA duplex; RT-RNase H RNA/DNA duplex cleavage, fluorescence; inhibition, % at 10 µM; P04585; 1.9% of 65,000 active; in the data active = inhibition above about 50%
Starred values were filed as active, the others as inactive.

Results for Cc1cccc(-c2nnc(SCc3ccccc3)o2)c1 ?
RmlC RmlD mix: 102

Results for CCOC(=O)N1CCN(C(=O)CN(c2cccc(C)c2)S(=O)(=O)c2ccccc2)CC1 ?
RmlC RmlD mix: -11; HIV RNase H inh: -2

Results for O=C1c2ccsc2SCCN1Cc1c(Cl)cccc1Cl ?
RmlC RmlD mix: 7

How did CC(C)OC(=O)c1cccc(NC(=O)c2ccccc2)c1 do in these assays?
RmlC RmlD mix: 4

What do the screens show for `CCN(CCCNC(=O)C1CCCN(S(=O)(=O)CC)C1)c1cccc(C)c1` (stereo not given)?
HIV RNase H inh: -7

What do the screens show for `CC(=O)CC1OC(=O)C(Br)=C1NCc1ccccc1` (stereo not given)?
RmlC RmlD mix: 1; HIV RNase H inh: -7

What do the screens show for `COc1ccccc1-c1nnc(SCC(=O)OC(C)C)o1`?
RmlC RmlD mix: 13; HIV RNase H inh: -13

Results for CCOC(=O)c1[nH]c(C)c(C(=O)OCC(=O)N(CC)C2CCS(=O)(=O)C2)c1C (stereo not given) ?
RmlC RmlD mix: 17

What do the screens show for `O=C(O)C1Cc2c([nH]c3ccccc23)C(c2ccc3c(c2)OCO3)N1` (stereo not given)?
RmlC RmlD mix: -280; HIV RNase H inh: 7

How did CCOC(=O)CN1C(=O)C(Sc2n[nH]c(-c3ccc(O)cc3)n2)CCc2ccccc21 (stereo not given) do in these assays?
RmlC RmlD mix: -11

Results for CN(C)c1cccc2c(S(=O)(=O)Nc3ccccn3)cccc12 ?
RmlC RmlD mix: 3; HIV RNase H inh: -4

What do the screens show for `COc1cccc(-n2nnc3c(=O)n(CC(=O)N4CCC(Cc5ccccc5)CC4)cnc32)c1`?
RmlC RmlD mix: 10; HIV RNase H inh: -4

Compounds above with an NH in an aromatic ring:
Results for CCOC(=O)c1[nH]c(C)c(C(=O)OCC(=O)N(CC)C2CCS(=O)(=O)C2)c1C (stereo not given) ?
RmlC RmlD mix: 17

What do the screens show for `O=C(O)C1Cc2c([nH]c3ccccc23)C(c2ccc3c(c2)OCO3)N1` (stereo not given)?
RmlC RmlD mix: -280; HIV RNase H inh: 7

How did CCOC(=O)CN1C(=O)C(Sc2n[nH]c(-c3ccc(O)cc3)n2)CCc2ccccc21 (stereo not given) do in these assays?
RmlC RmlD mix: -11

The list goes on:
How did Cc1ccc(S(=O)(=O)N2CCCCC2C(=O)NCc2ccco2)cc1 (stereo not given) do in these assays?
RmlC RmlD mix: -14; HIV RNase H inh: -6

What do the screens show for `COc1ccc(OCCNC(=O)C(c2ccccc2)c2ccccc2)cc1`?
RmlC RmlD mix: -6

What do the screens show for `COc1ccc(C)cc1-n1nnnc1SCC(=O)NC(=O)NCc1ccco1`?
RmlC RmlD mix: 7; HIV RNase H inh: -41

What do the screens show for `COc1ccc(C(C)=O)cc1COC(=O)c1cc(C)oc1C`?
RmlC RmlD mix: -1; HIV RNase H inh: -41

Results for O=C(Nc1ccc2nc3n(c(=O)c2c1)CCCCC3)c1ccccc1Cl ?
RmlC RmlD mix: 10

Results for CC(=O)n1cc([C@@H]2C=C(C(=O)N3CCN(Cc4ccc5c(c4)OCO5)CC3)O[C@H](OCCCCO)C2)c2ccccc21 ?
RmlC RmlD mix: 5

Results for O=C(CSc1nc(-c2ccccc2)nc2c1CCCC2)N1CCOCC1 ?
RmlC RmlD mix: 4; HIV RNase H inh: -14

What do the screens show for `COc1ccccc1N(CN1CCCC1=O)C(=O)COc1ccccc1`?
RmlC RmlD mix: 1; HIV RNase H inh: -9

Results for Cc1ccc(CNc2nc3c([nH]2)c(=O)n(C)c(=O)n3C)cc1 ?
RmlC RmlD mix: -2; HIV RNase H inh: -6

How did COc1cc(OC)nc(Oc2ccccc2C(=O)Oc2cccc(C)c2)n1 do in these assays?
RmlC RmlD mix: 6

Results for CC(O)[C@H]1CNC(=O)C(=O)N1CCc1cc(C(F)(F)F)cc(C(F)(F)F)c1 (stereo not given in full) ?
RmlC RmlD mix: -2

What do the screens show for `O=C(CCCCCNc1nc(=S)[nH]c2ccccc12)N1CCN(c2ccccn2)CC1`?
RmlC RmlD mix: -9; HIV RNase H inh: -5

What do the screens show for `CCOC(=O)N1CCN(c2c(NCCCOC(C)C)c(=O)c2=O)CC1`?
RmlC RmlD mix: 7; HIV RNase H inh: -3

What do the screens show for `COc1cccc(OC)c1OCCNCCO`?
RmlC RmlD mix: -7; HIV RNase H inh: 0

What do the screens show for `Cc1cccc(Oc2cnn(C(C)(C)C)c(=O)c2Cl)c1`?
RmlC RmlD mix: -12

How did Cc1ccc(C)c(NC(=O)C2CC(O)CN2C(=O)OCc2ccccc2)c1 (stereo not given) do in these assays?
RmlC RmlD mix: -1; HIV RNase H inh: -6

How did CN(C(=S)NC(=O)c1ccccc1Br)C1CCCCC1 do in these assays?
RmlC RmlD mix: -12

What do the screens show for `COCCNC(=O)CN1CCN(C(c2ccccc2)c2ccccc2)CC1`?
RmlC RmlD mix: -3; HIV RNase H inh: 1

How did COc1ccc(CNC(=O)CN(Cc2ccccc2)C(=O)c2csnn2)cc1 do in these assays?
RmlC RmlD mix: 14

What do the screens show for `COc1cccc(C2=CC(c3ccc(C)cc3)n3ncnc3N2)c1` (stereo not given)?
RmlC RmlD mix: -17; HIV RNase H inh: 1

Results for CCCc1cn(S(=O)(=O)c2ccc(OC)cc2OC)nc1N ?
RmlC RmlD mix: 10; HIV RNase H inh: -2

How did COc1ccccc1-n1c(O)c(C=NCCCn2ccnc2)c(=O)[nH]c1=O do in these assays?
RmlC RmlD mix: -8; HIV RNase H inh: 0

How did N/C(=N\OC(=O)c1ccccc1Cl)c1ccccc1 do in these assays?
RmlC RmlD mix: -55

How did CC(=O)C1=C(C)N(Cc2ccccc2)C(=O)N[C@H]1c1cccs1 do in these assays?
RmlC RmlD mix: -13

What do the screens show for `O=C(NCc1ccc2c(c1)OCO2)c1ccc2c(=O)n(C3CCCC3)c(=O)[nH]c2c1`?
RmlC RmlD mix: 3; HIV RNase H inh: -5

What do the screens show for `COc1cccc(-n2c(O)c(C=NCCN3CCOCC3)c(=O)[nH]c2=O)c1`?
RmlC RmlD mix: 4; HIV RNase H inh: -6

How did COc1cccc(N2C(=O)CC(=O)NC2=O)c1 do in these assays?
RmlC RmlD mix: -4; HIV RNase H inh: 2

How did COc1ccc(C)c2sc(=NC(=O)c3ccc(C#N)cc3)n(C)c12 do in these assays?
HIV RNase H inh: 41

What do the screens show for `Cc1ccc(S(=O)(=O)Nc2cc(C)c(O)c(S(=O)(=O)c3ccc(C)cc3)c2)cc1`?
RmlC RmlD mix: 9

What do the screens show for `O=C(O)C1=C[C@@H](C2CCCCC2)C[C@@H](OCc2ccc(CO)cc2)O1`?
RmlC RmlD mix: 11

How did Cc1cccc2cc(COC(=O)c3ccco3)c(=O)[nH]c12 do in these assays?
RmlC RmlD mix: -6; HIV RNase H inh: -44

How did Cc1ccc(OCC(=O)NNC(=O)CCC(=O)NCc2ccccc2)cc1 do in these assays?
RmlC RmlD mix: 4

How did COc1ccc(Cl)cc1S(=O)(=O)N1CCN(C(=O)c2ccco2)CC1 do in these assays?
RmlC RmlD mix: -7; HIV RNase H inh: -62

What do the screens show for `COc1ccc(Cn2nnnc2C(c2ccccc2Cl)N2CCN(C)CC2)cc1` (stereo not given)?
RmlC RmlD mix: -10; HIV RNase H inh: -10

Results for C[n+]1ccc(-c2ccncc2)cc1 ?
RmlC RmlD mix: -15; HIV RNase H inh: -9

How did O=C1CSC2N1CCNC21CCCCC1 (stereo not given) do in these assays?
RmlC RmlD mix: -8; HIV RNase H inh: 8

Results for COc1ccc(CCN2C(=O)C3C4CC(C5C(C(N)=O)=NOC45)C3C2=O)cc1OC (stereo not given) ?
RmlC RmlD mix: -10

Results for C#CCOCCOCCOCCNc1nc(OC)nc(N2CCN(C(=O)[C@H](CCCCN)n3cc(C(N)CO)nn3)CC2)n1 (stereo not given in full) ?
RmlC RmlD mix: 0

How did O=C(O)C1SCCN1S(=O)(=O)c1ccc2ccccc2c1 (stereo not given) do in these assays?
RmlC RmlD mix: -12

How did Nc1cc(C(=O)OCC(=O)NCc2ccco2)ccc1Cl do in these assays?
RmlC RmlD mix: 11; HIV RNase H inh: 8

How did COCc1cc(Sc2ccc(Br)cc2)nc(-c2ccccc2)n1 do in these assays?
RmlC RmlD mix: 11

How did CCCOc1ccc(N2CC(C(=O)Nc3ccccc3C(=O)NCc3ccco3)CC2=O)cc1 (stereo not given) do in these assays?
RmlC RmlD mix: 10; HIV RNase H inh: 6

What do the screens show for `CCOC(=O)C1CCCN(S(=O)(=O)c2ccc(Br)c(OC)c2)C1` (stereo not given)?
RmlC RmlD mix: -13; HIV RNase H inh: -42

How did CCN(Cc1cc2ccc(C)cc2[nH]c1=O)C(=O)c1ccncc1 do in these assays?
RmlC RmlD mix: -3; HIV RNase H inh: -4

How did O=C(COc1ccc2ccccc2c1)N1CCN(CC2CC3C=CC2C3)CC1 (stereo not given) do in these assays?
RmlC RmlD mix: 8

How did Cc1ccc(S(=O)(=O)NC(CN2CCOCC2)=NCCNS(=O)(=O)c2ccccc2)cc1 do in these assays?
RmlC RmlD mix: 2; HIV RNase H inh: -2

Results for CCO[C@H]1OC(C(=O)NCc2nc3ccccc3[nH]2)=C[C@@H](c2cn(C(C)=O)c3ccccc23)[C@@H]1CCCO ?
RmlC RmlD mix: 5

Results for CS(=O)(=O)NCCCc1ccccc1 ?
RmlC RmlD mix: 9; HIV RNase H inh: 0

Results for CC(C)CN1C=C2C(=O)C(C)(OC(=O)C3CCCC3)C(=O)C=C2C=C1c1ccsc1 (stereo not given) ?
RmlC RmlD mix: 12

Results for COCCN1C=C2C(=O)C(C)(OC(=O)CCC(=O)OC)C(=O)C(Br)=C2C=C1c1ccc(OC)cc1 (stereo not given) ?
RmlC RmlD mix: 7

What do the screens show for `COc1ccc(NS(=O)(=O)c2ccc3c(c2)oc(=O)n3C)c(OC)c1`?
RmlC RmlD mix: 4; HIV RNase H inh: -3

What do the screens show for `Cc1c(C(=O)NCc2ccco2)sc2nc(-c3ccccc3)cn12`?
RmlC RmlD mix: 8; HIV RNase H inh: -6

What do the screens show for `O=C(O)C1Nc2c(O)cccc2C2C=CCC12` (stereo not given)?
HIV RNase H inh: 41

What do the screens show for `Cc1cc(C(F)(F)F)n(-c2nc(C(=O)NNS(=O)(=O)c3ccccc3)cs2)n1`?
RmlC RmlD mix: -11

How did Cn1cc(C(=O)N2CCC3(CC2)OCCO3)c2c3ccccc3n(C)c2c1=O do in these assays?
RmlC RmlD mix: 11; HIV RNase H inh: -2

Results for C=CCN1C(=O)C(C(C)CC)NC1=S (stereo not given) ?
RmlC RmlD mix: 9

Results for CCc1ccc(OCC(=O)N(C)C2CCS(=O)(=O)C2)cc1 (stereo not given) ?
RmlC RmlD mix: 4; HIV RNase H inh: -8

Results for O=C(Cc1cccs1)Nc1ccc2c(c1)C(=O)OC2 ?
RmlC RmlD mix: 5; HIV RNase H inh: -8

What do the screens show for `Cn1c(=O)c2c(nc(Sc3ncccn3)n2Cc2ccccc2Cl)n(C)c1=O`?
RmlC RmlD mix: 11

What do the screens show for `CC1CCCC(C)N1CCNC(=O)Cn1nc(-c2ccccc2)ccc1=O` (stereo not given)?
RmlC RmlD mix: inconclusive; HIV RNase H inh: -20

Results for COc1cccc(C(CC(=O)NCC2CCCO2)NS(=O)(=O)c2ccc(C)cc2)c1OC (stereo not given) ?
RmlC RmlD mix: -20; HIV RNase H inh: -3

Results for Cc1ccc(-c2cc(=O)c3cc(F)ccc3[nH]2)cc1 ?
RmlC RmlD mix: 11

Results for CCOC(=O)c1c(-c2ccccc2)c(C(C)=O)c(=O)n(C)c1C ?
RmlC RmlD mix: 8; HIV RNase H inh: -3

What do the screens show for `CCn1nnnc1-c1ccc(OC)c(S(=O)(=O)N2CCCCC2)c1`?
RmlC RmlD mix: 11; HIV RNase H inh: -3

What do the screens show for `Cc1cc(C(=O)O)c(C)n1-c1ccccc1`?
RmlC RmlD mix: -16

What do the screens show for `CCOc1cc(C(=S)N2CCOCC2)ccc1OS(=O)(=O)c1ccc(NC(C)=O)cc1`?
RmlC RmlD mix: 5

What do the screens show for `O=C(CNC1CCCCC1)N1CCc2ccccc2C1`?
RmlC RmlD mix: -20

Results for CCN(CC)C(=O)CN(C#N)c1nc(OC)nc(N(C)C)n1 ?
RmlC RmlD mix: 10; HIV RNase H inh: -16

How did Cc1ccc(-c2cc(C(=O)NCC3CCCO3)no2)cc1 (stereo not given) do in these assays?
RmlC RmlD mix: -14; HIV RNase H inh: -18

Results for O=C1c2ccccc2C(=O)N1Cc1nc2ccccc2c(=O)n1CCN1CCOCC1 ?
RmlC RmlD mix: -27; HIV RNase H inh: -8

Results for Cc1cc(C)nc(SC2=CS(=O)(=O)c3ccccc32)n1 ?
RmlC RmlD mix: -14; HIV RNase H inh: -19

What do the screens show for `COC(=O)C1=C(C)NC2=C(C(=O)CCC2)C1c1coc2ccccc2c1=O` (stereo not given)?
RmlC RmlD mix: 3; HIV RNase H inh: -2

Results for N#CCCNC(=O)CCN1CCCCC1 ?
RmlC RmlD mix: -29

How did COc1ccccc1NC(=O)CN(c1ccc(C)cc1)S(=O)(=O)c1c(C)n[nH]c1C do in these assays?
RmlC RmlD mix: 5; HIV RNase H inh: -17

Results for Cc1cc(N2CCC(C(N)=O)CC2)nc(-c2ccccc2)n1 ?
RmlC RmlD mix: 7

What do the screens show for `O=C(N1CCOCC1)C(F)(F)C(=O)N1CCOCC1`?
RmlC RmlD mix: -4; HIV RNase H inh: 26

Results for CC(C)Nc1nc(NC(C)C)nc(N(C)C#N)n1 ?
RmlC RmlD mix: -17; HIV RNase H inh: -13

Results for Cc1ccc2oc(=O)n(CC(=O)OC(C)C)c2c1 ?
RmlC RmlD mix: -14

Looked up by structure from the entries so far:
How did COc1cc(OC)nc(Oc2ccccc2C(=O)Oc2cccc(C)c2)n1 do in these assays?
RmlC RmlD mix: 6

What do the screens show for `O=C(N1CCOCC1)C(F)(F)C(=O)N1CCOCC1`?
RmlC RmlD mix: -4; HIV RNase H inh: 26

What do the screens show for `O=C(O)C1Cc2c([nH]c3ccccc23)C(c2ccc3c(c2)OCO3)N1` (stereo not given)?
RmlC RmlD mix: -280; HIV RNase H inh: 7

How did Nc1cc(C(=O)OCC(=O)NCc2ccco2)ccc1Cl do in these assays?
RmlC RmlD mix: 11; HIV RNase H inh: 8

Only part of the results is shown; rates above refer to the full screens.
